Assay outcomes: PubChem, several laboratories
Rac1 wt GTP bind – modulators of human Rac1 wildtype GTP binding; P63000; GST-Rac1 beads, fluorescent GTP binding, flow cytometry; actives lie on both sides; 0 = cold GTP competed, 100 = untreated; GTP binding activity (% of control), % at 10 µM; 190,000 tested, 0.27% active;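 active = GTP binding activity at least 20 points away from the 100% control level, either lower or higher; inconclusive = compound flagged as likely green fluorescent, judged across all proteins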
Cdc42 wt GTP – human Cdc42 wildtype GTP binding change, either direction | P60953 | GST-Cdc42 beads, Bodipy-GTP binding, flow cytometry; actives lie on both sides | percent activity (GTP binding), % at 10 µM | 190,000 tested, 0.2% active | AID 761;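 active = percent activity GTP binding at least 20 points away from the 100% baseline, either down as inhibitor or up as activator; inconclusive = compound flagged as likely green fluorescent from well-wide comparison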;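 note: median bead fluorescence of bound Bodipy-FL-GTP at 100 nM; 0% = excess unlabeled GTP control and 100% = no compound control; below 100% means less GTP binding so inhibitor and above means activator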
Target sequence (P60953 whole entry, looked up): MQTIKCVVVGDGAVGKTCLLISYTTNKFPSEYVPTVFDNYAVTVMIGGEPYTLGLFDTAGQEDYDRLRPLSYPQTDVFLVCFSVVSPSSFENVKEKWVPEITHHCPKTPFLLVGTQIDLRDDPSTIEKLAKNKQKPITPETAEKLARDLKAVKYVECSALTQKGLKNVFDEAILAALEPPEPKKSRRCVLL
Rab7 wt GTP bind – dog Rab7 wildtype GTP binding, inhibitors and activators | GST-Rab7 beads, fluorescent GTP binding, flow cytometry; actives lie on both sides; untreated = 100%, excess cold GTP = 0% | GTP binding activity (percent of control), % at 10 µM | 190,000 tested, 0.055% active;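 active = fluorescent GTP binding to Rab7 beads changed by at least 20 points from the 100% baseline, either direction, mostly lower; inconclusive = compound itself probably fluorescent, or too few beads counted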;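 note: median green fluorescence of bound Bodipy-FL-GTP per Rab7 bead population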
Mcl1 Bid PPI – Mcl-1/Bid interaction inhibition; Q07820; TR-FRET Mcl-1/Bid-Dy647 peptide binding, 1536-well; inhibition, % at 21.7 µM; 220,000 tested, 0.97% active; AID 1021;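 active = compounds that cut the binding signal by more than half at the single screening dose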;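 note: His-tagged Mcl-1 with europium anti-His antibody binding Bid BH3 peptide; 0% = Mcl-1 plus peptide wells and 100% = peptide-only wells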
Target sequence (Q07820 whole entry, looked up): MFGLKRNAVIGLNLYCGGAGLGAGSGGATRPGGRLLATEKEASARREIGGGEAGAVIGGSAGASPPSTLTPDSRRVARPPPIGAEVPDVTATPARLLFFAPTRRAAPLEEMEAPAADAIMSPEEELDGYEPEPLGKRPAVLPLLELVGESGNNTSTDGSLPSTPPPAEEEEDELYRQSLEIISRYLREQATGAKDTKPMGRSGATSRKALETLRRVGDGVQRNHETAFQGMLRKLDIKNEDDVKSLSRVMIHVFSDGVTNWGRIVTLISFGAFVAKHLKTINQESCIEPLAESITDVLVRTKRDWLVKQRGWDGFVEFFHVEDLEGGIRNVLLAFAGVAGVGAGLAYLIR
Bim-Mcl-1 – human Bim-Mcl-1 interaction inhibition | Bead-based flow cytometry, Bim peptide-Mcl-1 binding | inhibition, % at 10 µM | 190,000 tested, 0.1% active | AID 1009; in the data active = inhibition above about 40%;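 note: 0% = no compound tracer wells and 100% = peptide blocker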
HRas wt GTP bind – human HRas wildtype GTP binding, change in either direction | GST-Ras wt beads, Bodipy-FL-GTP binding, flow cytometry; actives lie on both sides | GTP binding activity, % at 10 µM | 190,000 tested, 0.14% active | AID 759;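 active = GTP binding activity at least 20% away from the 100% baseline, either lowered as inhibitor or raised as activator; inconclusive = flagged as likely green fluorescent, judged across all proteins in the well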;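 note: 0% = unlabeled GTP competition control and 100% = no-compound control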
Target sequence (P01112 whole entry, looked up): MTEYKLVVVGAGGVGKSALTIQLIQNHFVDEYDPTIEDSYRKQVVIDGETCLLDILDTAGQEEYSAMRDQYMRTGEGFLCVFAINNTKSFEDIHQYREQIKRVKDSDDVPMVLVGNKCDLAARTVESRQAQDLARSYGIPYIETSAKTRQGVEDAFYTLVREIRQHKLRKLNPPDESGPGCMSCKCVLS
Mcl1 Noxa PPI – Mcl-1/Noxa interaction inhibition; Q07820; TR-FRET Mcl-1/Noxa peptide binding, 2 h; inhibition, % at 21.7 µM; 220,000 tested, 1.5% active; AID 1022;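 active = compounds that cut the protein-peptide binding signal by more than 50% relative to plate controls in a single-dose test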;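 note: His-tagged Mcl-1 with rhodamine Noxa BH3 peptide and terbium anti-His antibody; 0% = Mcl-1 plus Noxa peptide wells and 100% = peptide-only wells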
Avidin bead fluor – compound fluoresces at 488/530 nm on avidin beads | compound fluorescence 488/530 nm, flow cytometry; active compounds read high | fluorescence (KMESF) at 10 µM | 220,000 tested, 0.38% active; in the data active = fluorescence above about 47; note: inactives centre near 10
Pf gametocyte – P. falciparum stage V gametocyte viability inhibition; 150,000 tested, 0.065% active; AID 743093; P. falciparum stage V gametocytes, ATP luminescence, 24 h; inhibition, % at 10.9 µM;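 active = inhibition above the mean plus 3 SD of compounds within the control limits, set per campaign, cut at about 38% in these data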;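 note: 0% = DMSO wells and 100% = medium only without gametocytes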
Rab2 wt GTP – changes GTP binding to wildtype dog Rab2A, up or down. GST-Rab2 wt beads, Bodipy-GTP binding, flow cytometry. GTP binding activity, % at 10 µM. 190,000 tested, 0.19% active. P61105;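 active = GTP binding activity at least 20 points away from 100%, either lowered or raised; inconclusive = signal likely due to the compound's own green fluorescence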;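 note: 0% = beads with excess unlabeled GTP and 100% = no-compound control corrected for plate trend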
Rac1 act GTP bind – modulators of GTP binding to human Rac1 activated mutant; GST-Rac1 activated beads, fluorescent GTP binding, flow cytometry; actives lie on both sides; 100% means binding = to untreated wells; 190,000 tested, 0.11% active; AID 764; percent activity (GTP binding), % at 10 µM;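 active = GTP binding at least 20 percentage points away from the 100% baseline, in either direction, so actives lie on both sides; inconclusive = Compound likely fluorescent itself, or too few beads counted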
An asterisk follows results filed as active; ? = inconclusive; · = no result given.

Values run as follows: Rac1 wt GTP bind	Cdc42 wt GTP	Rab7 wt GTP bind	Mcl1 Bid PPI	Bim-Mcl-1	HRas wt GTP bind	Mcl1 Noxa PPI	Avidin bead fluor	Pf gametocyte	Rab2 wt GTP	Rac1 act GTP bind
CCOC(=O)CSc1nnc(NCC(=O)OC)c(=O)[nH]1
 : 107	103	100	-14	-1	103	33	12	-1	104	101
CCc1cc(=O)[nH]c(SCCC(F)=C(F)F)n1
 : 96	95	105	-11	1	97	5	10	-9	98	94
CCCC(=O)Nc1nc2ccc(S(N)(=O)=O)cc2s1
 : 111	108	103	-25	-2	106	1	7	·	106	102
COc1ccccc1CNC(=O)COC(=O)c1cc(-c2ccco2)nc2ccccc12
 : 109	102	104	32	3	102	92*	4	·	99	99
CC1=C(C(=O)Nc2ccccc2)C(c2ccc(C)o2)n2c(s/c(=C/c3ccccc3)c2=O)=N1 (centres undefined)
 : 99	102	93	-7	0	98	6	22	·	96	94
COCc1nnc(NC(=O)CCN2C(=O)c3ccccc3C2=O)s1
 : 99	97	92	-16	0	96	-3	35	·	95	97
COc1ccc([C@@H](C)NC(=O)CCc2nnc(-c3cc(C)on3)o2)cc1
 : 101	98	105	-68	0	99	2	8	-8	100	97
COc1ccccc1NC(=S)N(c1ccccc1)C(C)C
 : 93	91	102	-22	0	95	-10	22	6	95	93
O=C(C1=C[C@@H](c2ccccc2)C[C@@H](OCc2ccc(CO)cc2)O1)N1CCCCCCC1
 : 94	94	94	-9	0	96	5	5	·	96	96
Cc1ccc(-n2cc(CN3CCCN(C=O)CC3)c(-c3ccc(F)cc3)n2)cc1
 : 97	95	98	12	-6	97	12	6	-9	95	96
CC12CCC(C(=O)NC(c3ccccc3)c3ccccc3)(OC1=O)C2(C)C (centres undefined)
 : 102	100	100	-11	-1	100	-17	4	·	101	97
CCOc1ccccc1CNc1nc2nc3c(c(=O)n2[nH]1)CCC3
 : 97	95	97	-14	-2	96	11	15	-24	94	95
COc1ccc(C(=O)NCc2ccc(C)cc2)cc1S(=O)(=O)N1CCCc2ccccc21
 : 103	99	102	-2	-2	102	-22	6	·	100	99
O=C(c1ccc(C(=O)N2CCOCC2)s1)N1CCOCC1
 : 103	102	104	-12	0	101	0	13	·	100	98
CC(C)CCN1CCN(Cc2ccc(Oc3ncccn3)cc2)CC1CCO (centres undefined)
 : 98	95	95	-35	-2	95	8	10	1	95	98
Cc1ccccc1Cn1nnc2c1C(=O)c1ccccc1C2=O
 : 106	99	99	-4	-1	99	-1	9	26	100	98
O=C(c1ccc(COCC(F)(F)F)cc1)N1CCN(c2ccccn2)CC1
 : 97	97	104	-6	2	100	1	13	-2	100	94
OCC1(CCOc2ccccc2)CCN(Cc2cn[nH]c2-c2ccccc2)CC1
 : 102	97	94	-11	0	97	9	10	·	95	98
O=C(/C=C/c1ccc2c(c1)OCO2)NCCCN1CCOCC1
 : 102	101	99	0	-2	100	9	6	17	96	99
COc1ccc(OC)c(Cc2nnc(CCC(=O)NCc3ccc(C)s3)o2)c1
 : 100	102	97	-4	-2	98	1	9	1	100	99
COc1ccccc1NS(=O)(=O)c1cc(C(=O)N2CC(C)CC(C)C2)ccc1C (centres undefined)
 : 115	110	100	-5	0	103	-1	24	-1	106	104
O=Cc1cn(CCC(=O)O)nc1-c1cc2ccccc2o1
 : 95	98	97	-49	-2	97	2	15	17	96	98
CC1=C(C)CC(C(=O)NC(C)CCc2ccccc2)C(C(=O)O)C1 (centres undefined)
 : 96	98	94	-41	2	97	3	9	6	95	96
Cc1cc(C(=O)COC(=O)C2CCN(C(=O)c3ccc(Cl)cc3)CC2)c(C)n1CC1CCCO1 (centres undefined)
 : 102	94	96	-11	-2	97	-1	9	-18	95	93
O=C(NCc1ccccc1)C(C(=O)c1ccc(F)cc1)n1ccccc1=O (centres undefined)
 : 100	101	101	-61	-2	101	-3	15	·	101	99
O=C(N/N=C/c1ccccc1OC(F)F)c1cc(-c2ccncc2)nc2ccccc12
 : 99	93	93	4	-5	94	12	10	-17	92	92
COc1ccc(C(=O)Cc2cc(OC)c(OC)cc2[N+](=O)[O-])cc1
 : 96	96	100	-9	0	100	15	12	·	96	93
Cc1ccc(NC(=S)NCc2ccc(S(N)(=O)=O)cc2)cc1Cl
 : ?	?	?	-57	0	?	-6	8	-9	?	?
COc1ccccc1NC(=O)C12CC3CC(C1)CC(c1ccc(C)cc1)(C3)C2
 : 102	102	98	-7	-6	98	19	9	1	99	98
CCOC(=O)Cn1c(=O)sc2ccccc21
 : 106	105	104	-27	3	103	13	11	11	101	99

Next section (2 carried over from the part before).
Values run as follows: Rac1 wt GTP bind	Cdc42 wt GTP	Rab7 wt GTP bind	Mcl1 Bid PPI	Bim-Mcl-1	HRas wt GTP bind	Mcl1 Noxa PPI	Avidin bead fluor	Pf gametocyte	Rab2 wt GTP	Rac1 act GTP bind
COc1ccccc1NC(=O)C12CC3CC(C1)CC(c1ccc(C)cc1)(C3)C2
 : 102	102	98	-7	-6	98	19	9	1	99	98
CCOC(=O)Cn1c(=O)sc2ccccc21
 : 106	105	104	-27	3	103	13	11	11	101	99
Cn1c(/N=C/c2c(O)ccc3ccccc23)nc2ccccc21
 : 100	103	103	56*	2	103	23	16	-9	102	99
COc1ccc(C2C(C#N)=C(N)Nc3nc4ccccc4n32)cc1 (centres undefined)
 : 90	91	95	-32	0	90	17	14	·	88	92
O=C(COC(=O)c1c(F)cccc1F)Nc1ccc2[nH]c(=O)[nH]c2c1
 : 99	95	104	-33	4	98	72*	5	-10	100	97
Cc1ccc(N2C(=O)C3N=NN(CC(=O)N4N=C(c5cccc6ccccc56)CC4c4ccccc4)C3C2=O)cc1 (centres undefined)
 : 106	102	101	-4	-10	104	-28	7	·	102	100
CCN1C(=O)/C(=C/N(C)C)c2ccccc21
 : 107	106	101	-7	-4	103	14	6	-9	102	101
O=C(CNC(=O)C1CCCCC1)Nc1ccccc1
 : 106	100	100	0	-3	101	-14	3	·	98	102
OC(COC(c1ccccc1)c1ccccc1)CN1CCCCC1 (centres undefined)
 : 98	98	97	-3	0	96	-5	16	-13	96	96
Nc1c(NCc2ccccc2F)c(=O)[nH]c(=O)n1Cc1ccccc1
 : 97	97	101	-64	6	99	9	10	-2	100	98
CC(C)(C)c1[nH]nc2c1C(c1ccncc1)C(C#N)=C(N)O2 (centres undefined)
 : 112	106	103	-1	-5	103	3	13	·	104	98
O=C1CC(c2ccc(S(=O)(=O)NCCOc3ccccc3)cc2)CN1 (centres undefined)
 : 98	100	99	-4	0	98	-5	·	·	97	98
Cn1c(SCC(=O)Nc2cccc3ccccc23)nc(O)cc1=O
 : 98	99	100	-13	-1	101	18	1	-1	100	98
O=C(CSc1nnc(SCc2ccccc2)s1)N/N=C/c1c(Cl)cccc1Cl
 : ?	?	?	-23	-1	?	1	5	·	?	?
Cc1nn(-c2ccccc2)c(Cl)c1C(=O)NCC(=O)O
 : 102	102	100	-15	-4	103	21	10	·	103	99
Cc1ccc(NC(=O)CC2S/C(=N/N=C/C=C/c3ccccc3)NC2=O)cc1Cl (centres undefined)
 : 101	100	101	-34	-6	98	-65	14	17	96	100
CC(=O)CC1(OC(C)=O)C(=O)N(C)c2ccccc21 (centres undefined)
 : 105	97	105	0	0	100	-2	10	16	100	97
NC(=O)CN(c1ccc(Cl)cc1)S(=O)(=O)c1ccccc1
 : 102	100	100	-6	8	101	8	7	4	97	98
O=C(O)c1ccc(CSc2nnc(-c3ccco3)n2-c2ccccc2)cc1
 : 94	100	111	-16	4	92	-7	7	2	97	94
COc1ccc(NC(C#N)c2ccc(OC)cc2)cc1 (centres undefined)
 : 106	100	101	-13	-1	102	0	8	2	101	101
Clc1ccccc1-c1nnc2sc(-c3cccs3)nn12
 : 108	102	102	14	0	103	22	20	·	99	100
O=C1CCCc2c1[nH]c1ccccc21
 : 103	104	100	-3	-3	98	17	22	·	97	98
CCOC(=O)C1CSC(CC(=O)Nc2ccc(Cl)c(Cl)c2)C(=O)N1 (centres undefined)
 : 100	103	98	-1	0	100	2	36	·	100	99
CCN1C(=O)/C(=C/C=C2/SCCN2C)SC1=S
 : 105	101	94	-96	-2	99	-4	9	14	97	100
CCOc1ccc(NC(=O)CSc2nnc(Cc3cccn3C)n2-c2ccc(OC)cc2)cc1
 : 100	102	99	-55	1	100	6	14	·	99	99
CC(C)CNC(=S)N1CCN(Cc2ccc3c(c2)OCO3)CC1
 : 100	98	105	8	-1	101	34	11	6	99	94
O=C(NCc1cccnc1)C1c2ccccc2C(=O)N1C1CCCC1 (centres undefined)
 : 100	98	95	1	1	99	-4	7	·	97	96
O=C(/C=C/c1ccco1)Nc1cc(Cl)ccc1C(=O)O
 : 94	95	96	0	-2	95	22	4	·	95	92
Cc1cccc(NC(=O)CSC2=NN3CCCC(=O)N=C3S2)c1C
 : 95	96	96	-11	1	95	4	7	·	96	95
CCOC(=O)C1=C(C)N=C2SCCC(=O)N2C1c1cccs1 (centres undefined)
 : 92	95	90	1	-2	93	13	8	·	94	93
COc1ccc(OC)c(C(O)c2coc3ccc(O)c(CN(C)C)c23)c1 (centres undefined)
 : 104	101	101	-45	0	104	-4	8	·	101	101
Cc1ncsc1C(=O)NCc1ccc(N2CCCC2=O)cc1
 : 106	106	101	-23	0	104	-20	5	·	102	102

Values run as follows: Rac1 wt GTP bind	Cdc42 wt GTP	Rab7 wt GTP bind	Mcl1 Bid PPI	Bim-Mcl-1	HRas wt GTP bind	Mcl1 Noxa PPI	Avidin bead fluor	Pf gametocyte	Rab2 wt GTP	Rac1 act GTP bind
CC(CC(=O)Nc1ncc([N+](=O)[O-])s1)c1ccccc1 (centres undefined)
 : 96	94	93	-12	-1	94	16	13	16	95	94
Cc1nc2scc(-c3ccccc3)c2c(=O)n1/N=C/c1ccco1
 : 102	101	104	-42	0	102	-9	6	·	101	101
CCOc1cc(CNc2ccc(S(N)(=O)=O)cc2)ccc1OCC(=O)NC(C)(C)C
 : 100	93	104	-49	-2	97	1	6	·	97	96
COc1ccccc1CNC(=O)CSc1ccc(Br)cc1
 : 101	97	100	-4	-6	101	10	12	-9	99	98
N#Cc1cccc(Nc2c3c(nc4ccccc24)CCCC3)c1
 : 100	99	102	-19	3	100	2	10	·	102	96
Cc1ccccc1NC(=O)OCc1cn(-c2ccc(Cl)cc2)nn1
 : 98	101	99	-8	-1	100	-5	15	8	99	97
CCCCc1ccc(NC2=NCC(=O)N2CCc2ccccc2)cc1
 : 94	99	105	-16	-6	98	21	12	25	100	94
Cc1ccn2cc(CCNS(=O)(=O)c3ccc4c(c3)OCCO4)nc2c1
 : 103	100	102	-24	1	103	17	6	·	102	99
Cc1ccc(Oc2nnc(-c3ccc(C)cc3)c3ccccc23)cc1
 : 99	94	101	-46	1	97	-3	3	-27	98	97
